Screening results deposited in PubChem BioAssay by several laboratories.
DNMT1 block: blocks human DNA methyltransferase DNMT1; P26358; DNMT1 molecular beacon, Hinp1I cleavage, fluorescence; inhibition (reported as % activation of signal), % at 10 µM; 360,000 tested, 0.83% active; in the data active = inhibition above about 50%
MsrA inh: bovine MsrA inhibition; purified bovine MsrA, absorbance read-out; inhibition, % at 15.5 µM; 360,000 tested, 0.75% active; in the data active = inhibition above about 4.5%;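 note: 0% = vehicle wells with enzyme and 100% = reference inhibitor wells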
Scp1 inh: inhibitors of human Scp-1 phosphatase; inhibition, % at 20 µM; 340,000 tested, 0.88% active; AID 493091; Recombinant Scp1, phosphopeptide, malachite green phosphate absorbance;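 active = inhibition above about 50% at 20 µM, limit read from the data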;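 note: plate controls were DMSO wells with enzyme for no effect and wells lacking enzyme for full effect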
Target sequence (Q9GZU7 76-261 limits assumed): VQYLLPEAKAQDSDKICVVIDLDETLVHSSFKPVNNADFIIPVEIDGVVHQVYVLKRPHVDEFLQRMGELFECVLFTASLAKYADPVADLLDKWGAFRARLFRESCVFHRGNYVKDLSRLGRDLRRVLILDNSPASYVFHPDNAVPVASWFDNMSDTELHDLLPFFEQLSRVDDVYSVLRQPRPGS
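Times: enzyme reaction 45 min at room temperature, colour 5 min, stabilisation 30 min. Material: SCP-1 catalytic fragment, aa 76-261. Medium: Acidic Tris acetate buffer with magnesium and detergent. Signal: colorimetric free-phosphate detection, absorbance 630 nm. Read-out basis: % inhibition of SCP-1 phosphate liberation. Reagent: Phosphorylated 17-residue peptide substrate.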
NadD inh: inhibitors of Staphylococcus aureus NadD. purified NadD enzyme, colorimetric absorbance read-out. inhibition, % at 20 µM. 360,000 tested, 0.78% active. AID 602399; in the data active = inhibition above about 26%; note: some compounds past the cut are filed as inactive
STEP block: inhibitors of human striatal-enriched phosphatase STEP | recombinant STEP, OMFP fluorogenic substrate, fluorescence | inhibition, % at 20 µM | AID 588621 | P54829 | 360,000 tested, 0.25% active;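 active = inhibition at 20 µM, scaled per plate between control wells, above about 37%, limit read from the data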;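 note: 0% = DMSO with enzyme and substrate and 100% = substrate only without enzyme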
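System: STEP phosphatase, cell-free reaction; Buffer or medium: Bis-Tris pH 6.0 buffer with DTT, detergent; Incubation: 20 min at room temperature, dark; Measured by: fluorescence, 480/540 nm.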
Tb MetRS inh: blocks T. brucei methionyl-tRNA synthetase activity. 360,000 tested, 0.4% active. purified T. brucei MetRS, ATP depletion, Kinase-Glo luminescence. AID 624268. inhibition, % at 11.9 µM;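 active = inhibition above a per-plate cutoff of the control wells' mean inhibition plus 3 SD, cut at about 5.5% in these data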;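 note: 0% = DMSO wells median and 100% = median of wells with control inhibitor compound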
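technique = Kinase-Glo luminescence, ATP depletion format | system = purified MetRS (methionyl-tRNA synthetase) enzyme from Trypanosoma brucei | timing = 15 min preincubation, 2 h reaction, all 25 °C | evaluation = percent inhibition versus plate control medians | dosing = single dose, 11.9 µM final nominal, 0.9% final DMSO | also added = substrates ATP, L-methionine and bulk Escherichia coli tRNA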
Rpn11 block: inhibitors of human proteasome Rpn11; O00487; human 26S proteasome, Ub4-pepOG fluorescence polarization; 20S core pre-blocked with epoxomicin; calls only at 20 µM; 360,000 tested, 0.59% active;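 active = inhibition at 20 µM, scaled to each plate's controls, above about 33%, limit read from the data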
SUMO1 PPI mod: modulators of human SUMO1-mediated protein-protein interactions | 360,000 tested, 0.33% active | P63165 | AID 602429 | SUMO1 binding to a labelled peptide, TR-FRET, 1 h | inhibition, % at 20 µM; in the data active = inhibition above about 37%
Target sequence (P63165 whole entry, looked up): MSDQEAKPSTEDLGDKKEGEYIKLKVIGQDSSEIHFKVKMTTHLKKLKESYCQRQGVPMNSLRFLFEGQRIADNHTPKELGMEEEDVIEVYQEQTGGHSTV
LMPTP inh: blocks human LMPTP phosphatase; P24666; recombinant LMPTP-A, OMFP fluorogenic substrate, fluorescence intensity; inhibition, % at 20 µM; 360,000 tested, 0.22% active; AID 651560;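 active = compounds that cut the enzyme signal by at least half of the control window in the single-dose screen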;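 note: plate controls were DMSO wells with enzyme plus substrate for no effect and substrate without enzyme for full effect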
Target sequence (P24666 whole entry, looked up): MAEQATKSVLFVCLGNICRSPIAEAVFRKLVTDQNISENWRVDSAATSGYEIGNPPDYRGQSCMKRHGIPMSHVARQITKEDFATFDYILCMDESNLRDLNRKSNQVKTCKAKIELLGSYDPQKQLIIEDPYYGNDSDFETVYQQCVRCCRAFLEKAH
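Assay system: LMPTP-A phosphatase enzyme | Input: 0.625 nM enzyme | Also added: Fluorogenic phosphatase substrate OMFP at 400 µM final | Compound dosing: One test concentration per compound, 20 µM, with 3% DMSO overall | Schedule: 50 min enzyme reaction at room temperature, protected from light | Signal: Fluorescence intensity | Benchmarks: no-enzyme and uninhibited controls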
CSN inh: CSN deneddylation inhibition; Purified CSN, SCF-Nedd8-OG deneddylation, fluorescence polarization; inhibition, % at 12.5 µM; Q92905; AID 651999; 360,000 tested, 0.38% active;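 active = pattern-corrected inhibition above about 35%, with an unprinted fluorescence ratio check between 0.5 and 1.5, limit read from the data, passing the limit was not always enough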;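 note: 0% = enzyme with substrate and 100% = substrate without enzyme; some results filed as inactive read as strong as hits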
Target sequence (Q92905 whole entry, looked up, one chain of several): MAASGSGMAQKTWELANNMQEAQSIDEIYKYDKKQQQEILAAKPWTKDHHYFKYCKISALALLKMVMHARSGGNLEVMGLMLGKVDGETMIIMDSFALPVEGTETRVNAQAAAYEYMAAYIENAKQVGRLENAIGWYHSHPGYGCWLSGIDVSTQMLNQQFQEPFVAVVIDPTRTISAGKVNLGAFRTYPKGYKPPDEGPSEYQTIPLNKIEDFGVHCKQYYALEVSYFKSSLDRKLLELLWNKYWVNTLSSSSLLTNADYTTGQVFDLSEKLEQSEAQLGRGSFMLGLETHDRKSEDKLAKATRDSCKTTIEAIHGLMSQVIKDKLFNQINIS
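assay system = purified human Csn5 enzyme expressed in HEK293T cells | amount = 0.24 nM enzyme | buffer or medium = Tris/NaCl/DTT buffer, pH 7.5 | reagent = 10 nM SCFSkp2-Nedd8OG | compound = one concentration, 12.5 µM, 0.25% DMSO | times = 90 min reaction at room temperature | signal = FP | read-out basis = % inhibition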
An asterisk follows results filed as active.

Results for O=C(Cc1ccc([N+](=O)[O-])cc1)Nc1ccc(Br)cn1 ?
DNMT1 block: -3; MsrA inh: -0.6; Scp1 inh: -12; NadD inh: 1; STEP block: -2; Tb MetRS inh: -2.5; Rpn11 block: inactive; SUMO1 PPI mod: -19; LMPTP inh: -0.1; CSN inh: 1

How did CCN1CCN(c2nc3sc4c(c3c3ncnn23)CC(C)CC4)CC1 (centres undefined) do in these assays?
DNMT1 block: 3; MsrA inh: -0.4; Scp1 inh: -5; NadD inh: -12; STEP block: 2; Tb MetRS inh: -0.9; Rpn11 block: inactive; SUMO1 PPI mod: 4; LMPTP inh: -1.6; CSN inh: -1

How did Cc1oc2cc3oc(=O)c(CCC(=O)N4CCC(C(=O)O)(c5ccccc5)CC4)c(C)c3cc2c1C do in these assays?
DNMT1 block: 3; MsrA inh: -0.6; NadD inh: -1; STEP block: 1; Tb MetRS inh: 0.6; Rpn11 block: inactive; SUMO1 PPI mod: 2; LMPTP inh: -1.0; CSN inh: -2

How did O=C(NCCc1ccccc1)C1COc2ccccc2O1 (centres undefined) do in these assays?
DNMT1 block: 1; MsrA inh: 1.1; Scp1 inh: -4; NadD inh: -8; STEP block: 2; Tb MetRS inh: -0.8; Rpn11 block: inactive; SUMO1 PPI mod: 1; LMPTP inh: -1.2; CSN inh: -1

How did c1ccc(-c2nc3ccccc3c3nncn23)cc1 do in these assays?
DNMT1 block: 1; MsrA inh: 0.0; Scp1 inh: -6; NadD inh: -8; STEP block: -20; Tb MetRS inh: -0.1; Rpn11 block: inactive; SUMO1 PPI mod: 1; LMPTP inh: -1.0; CSN inh: 3

Results for O=C(Nc1ccc2nc3n(c(=O)c2c1)CCCCC3)C(=O)N1CCN(c2ccccc2)CC1 ?
DNMT1 block: -2; MsrA inh: -0.1; Scp1 inh: -9; NadD inh: 4; STEP block: 0; Tb MetRS inh: -0.4; Rpn11 block: inactive; SUMO1 PPI mod: 1; LMPTP inh: -0.3; CSN inh: 6

How did Cc1cc2cc(OCc3ccccc3)ccc2n1C do in these assays?
DNMT1 block: 1; MsrA inh: -0.9; Scp1 inh: -1; NadD inh: -3; STEP block: -2; Tb MetRS inh: -0.4; Rpn11 block: inactive; SUMO1 PPI mod: 5; LMPTP inh: 2.0; CSN inh: 0

Results for O=[N+]([O-])c1ccc(/C=N/Nc2cc(Cl)nc(-c3ccccc3)n2)cc1 ?
DNMT1 block: 15; MsrA inh: -0.1; Scp1 inh: 0; NadD inh: 7; STEP block: 4; Tb MetRS inh: 0.2; Rpn11 block: inactive; SUMO1 PPI mod: -2; LMPTP inh: 0.4; CSN inh: -4

Results for O=C(Nc1ccc(N2CCN(C(=O)c3ccc(Cl)cc3)CC2)cc1)c1cc2ccccc2o1 ?
DNMT1 block: 2; MsrA inh: -1.4; Scp1 inh: 1; NadD inh: 3; STEP block: 3; Tb MetRS inh: 0.3; Rpn11 block: inactive; SUMO1 PPI mod: 0; LMPTP inh: 1.2; CSN inh: -1

How did COc1ccccc1N1CC(C)(C)C(=O)N(C(=O)c2ccc(Cl)cc2)C1=S do in these assays?
DNMT1 block: 2; MsrA inh: -1.3; Scp1 inh: -18; NadD inh: -9; STEP block: 4; Tb MetRS inh: 0.2; Rpn11 block: inactive; SUMO1 PPI mod: 1; LMPTP inh: 2.6; CSN inh: 1

Results for Cc1cnc(C(=O)OCC(=O)Nc2cc(-c3ccccc3)nn2-c2ccccc2)cn1 ?
DNMT1 block: -15; MsrA inh: 0.5; Scp1 inh: -3; NadD inh: -5; STEP block: -2; Tb MetRS inh: -0.2; Rpn11 block: inactive; SUMO1 PPI mod: 8; LMPTP inh: -0.7; CSN inh: 0

What do the screens show for `CCOCCCNc1nc2c(-c3ccccc3)nnn2c2ccccc12`?
DNMT1 block: 3; MsrA inh: 0.4; Scp1 inh: -7; NadD inh: 0; STEP block: 2; Tb MetRS inh: -0.2; Rpn11 block: inactive; SUMO1 PPI mod: -12; LMPTP inh: 0.8; CSN inh: -6

What do the screens show for `Cc1ccc(C)c(N(CC(=O)NC2CCCC2)S(=O)(=O)c2ccccc2)c1`?
DNMT1 block: -1; MsrA inh: -0.5; Scp1 inh: -2; NadD inh: -3; STEP block: 0; Tb MetRS inh: -0.2; Rpn11 block: inactive; SUMO1 PPI mod: 3; LMPTP inh: 0.0; CSN inh: 1

What do the screens show for `CCc1ccccc1NC(=O)c1cnccn1`?
DNMT1 block: 0; MsrA inh: 0.5; Scp1 inh: -4; NadD inh: -6; STEP block: -3; Tb MetRS inh: -0.5; Rpn11 block: inactive; SUMO1 PPI mod: 4; LMPTP inh: -0.7; CSN inh: -1

Results for COc1ccc(-c2cc3nc(C)cc(N4CCN(C(=O)c5ccoc5)CC4)n3n2)cc1 ?
DNMT1 block: 0; MsrA inh: 0.7; NadD inh: 4; STEP block: -3; Tb MetRS inh: -1.1; Rpn11 block: inactive; SUMO1 PPI mod: 5; LMPTP inh: 0.7; CSN inh: -1

The closing 3 compounds of the section before are carried over, then new ones follow.
What do the screens show for `Cc1ccc(C)c(N(CC(=O)NC2CCCC2)S(=O)(=O)c2ccccc2)c1`?
DNMT1 block: -1; MsrA inh: -0.5; Scp1 inh: -2; NadD inh: -3; STEP block: 0; Tb MetRS inh: -0.2; Rpn11 block: inactive; SUMO1 PPI mod: 3; LMPTP inh: 0.0; CSN inh: 1

What do the screens show for `CCc1ccccc1NC(=O)c1cnccn1`?
DNMT1 block: 0; MsrA inh: 0.5; Scp1 inh: -4; NadD inh: -6; STEP block: -3; Tb MetRS inh: -0.5; Rpn11 block: inactive; SUMO1 PPI mod: 4; LMPTP inh: -0.7; CSN inh: -1

Results for COc1ccc(-c2cc3nc(C)cc(N4CCN(C(=O)c5ccoc5)CC4)n3n2)cc1 ?
DNMT1 block: 0; MsrA inh: 0.7; NadD inh: 4; STEP block: -3; Tb MetRS inh: -1.1; Rpn11 block: inactive; SUMO1 PPI mod: 5; LMPTP inh: 0.7; CSN inh: -1

What do the screens show for `CCC(=O)N1N=C(c2cccs2)CC1c1ccc(C)cc1` (centres undefined)?
DNMT1 block: 7; MsrA inh: 0.3; Scp1 inh: -7; NadD inh: -3; STEP block: -3; Tb MetRS inh: -0.7; Rpn11 block: inactive; SUMO1 PPI mod: -13; LMPTP inh: 0.6; CSN inh: -1

How did O=C(CCc1ccc(O)cc1)N/N=C/c1coc2ccccc2c1=O do in these assays?
DNMT1 block: 1; MsrA inh: 1.0; Scp1 inh: 3; NadD inh: 1; STEP block: 1; Tb MetRS inh: -0.6; Rpn11 block: inactive; SUMO1 PPI mod: -4; LMPTP inh: 0.6; CSN inh: 1

Results for CC(OC(=O)Cn1cnc2c1c(=O)n(C)c(=O)n2C)C(=O)NCc1ccccc1 (centres undefined) ?
DNMT1 block: 1; MsrA inh: 0.6; Scp1 inh: -6; NadD inh: 0; STEP block: -3; Tb MetRS inh: -0.1; Rpn11 block: inactive; SUMO1 PPI mod: 3; LMPTP inh: 0.3; CSN inh: 0

What do the screens show for `CC(=O)c1cccc(-c2ccnc3c2CC(C(=O)NCc2ccccc2)O3)c1` (centres undefined)?
DNMT1 block: 5; MsrA inh: 1.2; NadD inh: -3; STEP block: -3; Tb MetRS inh: -0.1; Rpn11 block: inactive; SUMO1 PPI mod: -2; LMPTP inh: 0.0; CSN inh: 1

How did CCOC(=O)C1CCCCN1Cc1ccc(C(F)(F)F)cc1 (centres undefined) do in these assays?
DNMT1 block: 0; MsrA inh: -0.2; Scp1 inh: 0; NadD inh: -2; STEP block: 2; Tb MetRS inh: -0.2; Rpn11 block: inactive; SUMO1 PPI mod: -1; LMPTP inh: -1.4; CSN inh: -4

How did CCc1cccc(NC(=O)c2cnn(-c3ccccc3)c2C)c1 do in these assays?
DNMT1 block: 2; MsrA inh: -0.2; Scp1 inh: -11; NadD inh: -10; STEP block: 2; Tb MetRS inh: -0.6; Rpn11 block: inactive; SUMO1 PPI mod: -1; LMPTP inh: 1.3; CSN inh: 4

What do the screens show for `O=C(NN1C(=O)C2C3C=CC([C@H]4CC34)[C@@H]2C1=O)c1ccc(Br)cc1` (some centres undefined)?
DNMT1 block: 0; MsrA inh: -2.1; Scp1 inh: -8; NadD inh: -8; STEP block: 0; Tb MetRS inh: -0.4; Rpn11 block: inactive; SUMO1 PPI mod: 0; LMPTP inh: -0.2; CSN inh: -1

Results for O=C(CNC(=O)c1ccc(Cl)cc1)NCC(F)(F)F ?
DNMT1 block: 0; MsrA inh: -0.8; Scp1 inh: -5; NadD inh: 1; STEP block: -1; Tb MetRS inh: -0.1; Rpn11 block: inactive; SUMO1 PPI mod: 1; LMPTP inh: -2.5; CSN inh: -2

How did CCOc1cc(/C=N/O)ccc1OCc1ccc([N+](=O)[O-])cc1 do in these assays?
DNMT1 block: -2; MsrA inh: -0.5; Scp1 inh: -5; NadD inh: -6; STEP block: -1; Tb MetRS inh: -1.0; Rpn11 block: inactive; SUMO1 PPI mod: -14; LMPTP inh: -1.7; CSN inh: -6

Results for CCCn1c(SCC(=O)Nc2nnc(-c3ccccc3)s2)nnc1-c1ccccn1 ?
DNMT1 block: 5; MsrA inh: 0.9; Scp1 inh: -7; NadD inh: 11; STEP block: 2; Tb MetRS inh: -2.6; Rpn11 block: inactive; SUMO1 PPI mod: 4; LMPTP inh: 1.0; CSN inh: 3

Results for Cn1cccc1/C=C1\SC(=O)N(c2ccc(O)cc2)C1=O ?
DNMT1 block: -8; MsrA inh: 0.4; Scp1 inh: -8; NadD inh: 0; STEP block: 1; Tb MetRS inh: 0.1; Rpn11 block: inactive; SUMO1 PPI mod: -7; LMPTP inh: 2.0; CSN inh: 26

How did Cc1nc2scc(C)n2c(=O)c1S(=O)(=O)NCc1ccccc1Cl do in these assays?
DNMT1 block: 2; MsrA inh: 2.8; Scp1 inh: -7; NadD inh: -2; STEP block: -5; Tb MetRS inh: -0.1; Rpn11 block: inactive; SUMO1 PPI mod: -4; LMPTP inh: -0.6; CSN inh: 2

What do the screens show for `COc1ccc(/C=N/NC(C)(C)C)c(OC)c1`?
DNMT1 block: -4; MsrA inh: -0.5; Scp1 inh: -5; NadD inh: 0; STEP block: 1; Tb MetRS inh: -1.1; Rpn11 block: inactive; SUMO1 PPI mod: -2; LMPTP inh: -0.8; CSN inh: 8
